GAA inhib = alpha-glucosidase (human) inhibition | P10253 | purified human GAA, 4-MU-alpha-glucoside fluorescence | Potency, µM (series often up to 76.9 µM), for the others: top-dose activity change, negative = inhibition, usual class: inhibitors | 200,000 compounds, 0.005% hits | AID 1466;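 further: plate controls were uninhibited enzyme wells for no effect and no-enzyme background for full effect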
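Endpoint fluorogenic read: 20 min room-temperature reaction of 4 nM human alpha-glucosidase with 400 uM 4-methylumbelliferyl-alpha-D-pyranoside, pH 5.0, quenched with 1M NaOH/1M glycine pH 10. AC50 from Hill modeling.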
SMN2 splice up = SMN2 splice variant enhancement; Potency, µM (doses to about 46.1 µM), for inactives: at the highest dose activity change, positive = activation, actives largely listed as activators; 210,000 compounds, 2.8% hits; AID 1458; HEK293 SMN2-luciferase splicing reporter, luminescence, 30-36 h; further: % of control where 0% means no effect; nearly all actives have a fitted effect of over 55% in size
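HEK293 cells carry an SMN2 minigene-luciferase reporter in which exon 7 inclusion puts luciferase in frame. Cells were seeded at 2000 cells/well, attached for 10-12 hours, then exposed to compounds for 30-36 hours at 37C before ONE-Glo luminescence.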
RGS12 GoLoco inh = RGS12 GoLoco-Gai1 interaction inhibition | Gai1:RGS12 GoLoco peptide FP, rhodamine, 10 min | Potency, µM (doses to about 61.6 µM), for the others: top-dose activity, negative = inhibition, most hits filed as inhibitors | P63096 | AID 880 | 230,000 compounds, 0.44% hits; active means well fitted inhibition curve with a large enough effect, not every such curve was filed as active; inactive means no such curve, though single readings can be large or run the other way; further: on the % scale 0 is the no-effect control and ±100 the full control effect; nearly all actives have a fitted effect of over 30% in size; many of its hits are not listed in these tables
Target sequence (P63096 whole entry, looked up): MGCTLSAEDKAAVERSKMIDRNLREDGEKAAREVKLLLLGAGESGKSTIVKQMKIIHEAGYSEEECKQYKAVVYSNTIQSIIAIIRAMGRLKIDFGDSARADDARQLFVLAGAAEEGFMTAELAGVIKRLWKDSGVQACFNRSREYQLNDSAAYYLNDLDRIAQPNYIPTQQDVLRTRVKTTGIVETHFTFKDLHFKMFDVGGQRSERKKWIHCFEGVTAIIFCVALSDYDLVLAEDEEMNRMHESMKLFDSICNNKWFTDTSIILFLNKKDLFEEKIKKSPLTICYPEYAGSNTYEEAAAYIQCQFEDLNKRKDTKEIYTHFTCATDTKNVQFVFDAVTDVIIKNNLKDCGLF
ALDH1A1 block = inhibitors of human aldehyde dehydrogenase 1A1. AID 1030. Potency, µM (doses to about 75.3 µM), for the others: top-dose activity, negative = inhibition, usual class: inhibitors. P00352. Purified ALDH1A1, NADH fluorescence, propionaldehyde substrate. 220,000 compounds, 7.3% hits; active means well fitted inhibition curve with a large enough effect, not every such curve was filed as active; inconclusive means small, poorly fitted or top-dose-only effect, or another doubt; inactive means no such curve, though single readings can be large or run the other way;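 further: plate controls were no enzyme wells and a reference inhibitor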
GAA spleen mod = inhibitors or activators of human alpha-glucosidase in spleen homogenate. 240,000 compounds, 0.006% hits. Potency, µM (doses to about 79.9 µM), for inactives: top-dose activity change, negative = inhibition, usual class: inhibitors. human spleen homogenate, 4-MU-alpha-glucoside fluorescence. P10253;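 further: 0% = enzyme with vehicle and -100% = no enzyme basal signal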
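AC50 values come from Hill-equation fits of concentration-response data, normalized to no-enzyme and full-activity controls. Enzyme source: 1 ug human spleen homogenate; 1 mM fluorogenic 4-MU glucoside, pH 5.0 citrate buffer, 37 C, 40 min.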
GAA glycogen mod = inhibitors or activators of human alpha-glucosidase glycogen cleavage; 300,000 compounds, 0.38% hits; recombinant GAA, glycogen substrate, Amplex Red glucose oxidase fluorescence; P10253; Potency, µM (top dose mostly 76.4 µM), inactives show at the highest dose activity change, negative = inhibition, most hits filed as inhibitors;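 further: 0% = full enzyme reaction and -100% = no-enzyme basal signal; the screen sought inhibitors and activators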
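qHTS, 1536-well; enzyme 4 nM final; cpd up to 77 uM; substrate bovine liver glycogen 30 ug; 50 mM citrate/phosphate pH 5.0, 0.01% Tween-20; 37 C, 40 min; Amplex Red detection 45 min RT; Hill fit → AC50.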
GLA spleen mod = inhibitors or activators of human alpha-galactosidase in spleen homogenate | P06280 | human spleen homogenate, 4MU-alpha-Gal fluorescence, 40 min | Potency, µM (highest dose often 80 µM), inactives show at the top dose activity change, negative = inhibition, most hits filed as inhibitors | 240,000 compounds, 0.008% hits | AID 2107;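 further: 0% = enzyme with vehicle and -100% = no enzyme basal signal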
Target sequence (P06280 32-429 limits assumed): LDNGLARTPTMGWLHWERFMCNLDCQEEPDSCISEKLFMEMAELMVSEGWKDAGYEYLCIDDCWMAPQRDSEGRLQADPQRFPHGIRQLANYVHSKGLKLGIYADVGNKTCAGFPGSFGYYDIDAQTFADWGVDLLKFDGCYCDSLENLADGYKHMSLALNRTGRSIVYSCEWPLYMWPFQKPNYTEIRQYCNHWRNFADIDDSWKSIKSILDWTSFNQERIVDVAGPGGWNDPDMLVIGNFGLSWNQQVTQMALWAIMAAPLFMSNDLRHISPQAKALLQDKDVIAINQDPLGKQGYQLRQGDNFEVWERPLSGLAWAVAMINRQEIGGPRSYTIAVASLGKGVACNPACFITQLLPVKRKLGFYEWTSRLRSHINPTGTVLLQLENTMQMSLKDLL
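Fluorogenic readout (Ex 365/Em 440 nm) of 4-methylumbelliferone released from 1 mM 4-MU-alpha-galactoside by spleen homogenate, 40 min at 37C, pH 5.0. Data normalized to no-enzyme and enzyme controls; Hill-equation AC50 from compound titrations.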
JMJD2E inh = JMJD2E (human) inhibition | JMJD2E catalytic domain, FDH-coupled NADH fluorescence (FDH is formaldehyde dehydrogenase) | 230,000 compounds, 1.6% hits | B2RXH2 | Potency, µM (series often up to 57.1 µM), for inactives: top-dose activity change, negative = inhibition, actives largely listed as inhibitors; active means well fitted inhibition curve with a large enough effect, not every such curve was filed as active; inconclusive means small, poorly fitted or top-dose-only effect, or another doubt; inactive means no such curve, though single readings can be large or run the other way;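 further: 0% = wells with enzyme and -100% = buffer wells without enzyme; nearly all actives have a fitted effect of over 50% in size; many of its hits are not listed in these tables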
Target sequence (B2RXH2 1-337 limits assumed): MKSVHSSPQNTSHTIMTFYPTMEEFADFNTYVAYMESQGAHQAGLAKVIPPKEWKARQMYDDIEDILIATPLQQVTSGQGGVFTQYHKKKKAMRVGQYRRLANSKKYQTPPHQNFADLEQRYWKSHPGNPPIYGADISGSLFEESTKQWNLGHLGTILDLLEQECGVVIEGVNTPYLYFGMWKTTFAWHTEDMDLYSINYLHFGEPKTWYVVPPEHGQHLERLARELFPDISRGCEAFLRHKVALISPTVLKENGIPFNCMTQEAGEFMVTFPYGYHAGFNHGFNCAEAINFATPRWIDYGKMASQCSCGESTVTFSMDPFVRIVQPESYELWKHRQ
* marks the source's active call; other numbers are inactive results; ? = inconclusive; nt = no result given; [ ] = dose if it differs, or a comment. Unless noted, the call rests on the fitted dose curve; in most records, active means well fitted curve in the direction sought with a large enough effect; inconclusive means small, poorly fitted or top-dose-only effect, or another doubt; inactive means no such curve, though single readings can be large; an effect the other way counts as inactive or inconclusive. Potency means the concentration at half of the fitted maximal effect.

entry | molecule | GAA inhib | SMN2 splice up | RGS12 GoLoco inh | ALDH1A1 block
1 | CC(C)CNC(=O)c1ccc(C2SCC(=O)N2Cc2ccccc2)cc1 (stereo not given) | 3% | nt | 0% | 3%
2 | N#Cc1nc(-c2cccc3ccccc23)oc1NCCN1CCOCC1 | ? | 24% | 6% | ?
3 | CC1(C)CC(NC(=O)C(Cl)(Cl)Cl)CC(C)(C)N1 | -3% | 12% | 10% | 3%
4 | O=C(NCc1ccc(Cl)cc1)c1noc2c1CCCC2 | ? | -10% | 7% | -10%
5 | N/C(=N\O)c1ccccc1N1CCCCC1 | -1% | nt | 5% | 2%
6 | COc1ccc2c(c1OC)C(=O)N1c3cccc(Cl)c3C(=O)OC21 (stereo not given) | -3% | 11% | 1% | 6%
7 | CCOC(=O)N1CCN(C(=O)c2ccc(CNS(=O)(=O)c3ccc(OC)cc3)cc2)CC1 | 1% | -10% | -10% | -17%
8 | O=C(CC1CCCCC1)NCCCN1CCOCC1 | -2% | -1% | 0% | 4%
9 | Cc1cccc(OC(=O)c2ccncc2)c1C | -2% | 14% | 9% | 10%
10 | NC(=S)NNC(=O)COc1ccccc1O | nt | nt | -11% | nt

entry | GAA spleen mod | GAA glycogen mod | GLA spleen mod | JMJD2E inh
1 | -1% | -4% | 9% | 4%
2 | 12% | ? | ? | ?
3 | -3% | 2% | -3% | 10%
4 | -6% | -1% | -5% | -3%
5 | -10% | -26% | -4% | -4%
6 | 0% | 3% | 4% | -6%
7 | -12% | 5% | -2% | -2%
8 | -13% | -2% | -25% | -2%
9 | 3% | 27% | -3% | -4%
10 | 1% | ? | -1% | -1%

Next structures
entry | molecule | GAA inhib | SMN2 splice up | RGS12 GoLoco inh | ALDH1A1 block
11 | CCOc1ccc(NC(=O)COc2nsnc2N2CCCCC2)cc1 | -5% | -32%[inhibitor] | 9% | 6%
12 | Cn1c(=O)c(S(=O)(=O)C(C)(C)C)c(O)c2ccccc21 | -12% | 3% | 6% | 3%
13 | O=C(NCc1ccc2c(c1)CCO2)Nc1ccccc1 | -7% | nt | 0% | -12%
14 | CCOc1ncccc1C(=O)OCc1ccccc1 | -4% | 11% | 2% | -3%
15 | CCN1CCN(c2cc(C)c3cc(NC(=S)N4CCCC4)ccc3n2)CC1 | -2% | 0% | 6% | ?
16 | CCN(CC)S(=O)(=O)c1ccc(C(=O)NCC(c2ccc(OC)cc2)N2CCOCC2)cc1 (stereo not given) | 0% | 1% | 7% | 0.71µM*
17 | CCCCn1c(=N)n(CC(=O)O)c2ccccc21 | -3% | 10% | -2% | -1%
18 | S=C(Nc1ccc(N2CCOCC2)cc1)Nc1ccc2nc(-c3ccco3)c(-c3ccco3)nc2c1 | ? | -12% | -10% | 7.1µM*
19 | Cn1nc(-c2ccc(Cl)cc2)cc1NC(=O)CSCC(=O)O | -23% | nt | 4% | 0%
20 | CCCCn1nnnc1NCc1ccc(N(CC)CC)cc1 | -1% | 2% | -20% | 9%

entry | GAA spleen mod | GAA glycogen mod | GLA spleen mod | JMJD2E inh
11 | 0% | 4% | 1% | 4%
12 | -1% | 3% | -6% | -14%
13 | 0% | 4% | -5% | 5%
14 | -1% | -1% | 0% | 1%
15 | -1% | ? | 3% | ?
16 | -3% | -2% | 3% | 3%
17 | 5% | 3% | 1% | ?
18 | -2% | -26% | -1% | ?
19 | 3% | 7% | 2% | -7%
20 | -4% | -7% | 0% | 16%

More compounds
entry | molecule | GAA inhib | SMN2 splice up | RGS12 GoLoco inh | ALDH1A1 block
21 | COc1cc(/C=C(\NC(C)=O)C(=O)O)cc(OC)c1OC | -13% | nt | 10% | 12%
22 | CCOCC(=O)Nc1ccc(S(=O)(=O)Nc2ncccn2)cc1 | -1% | 26% | -14% | ?
23 | CCCCCn1ccc(=N)cc1 | -12% | -30% | 13µM* | ?
24 | COCCN1C(=O)CS/C1=C(/C#N)C(=O)NCc1ccco1 | 1% | 6% | 109%[activator] | ?
25 | Cc1c(C(=O)Nc2ccc3c(c2)OCO3)sc2nc(-c3ccccc3)cn12 | -3% | -22% | 6% | 12%
26 | COc1cccc(OC(C)c2ccnc3nc(/N=C/N(C)C)nn23)c1 (stereo not given) | 2% | 5% | -11% | ?
27 | c1ccc(CCn2nnnc2CN2CCCc3ccccc32)cc1 | -7% | -4% | 31%[activator] | -12%
28 | CCOc1ccc2[nH]c(=O)c(CN(Cc3nnnn3Cc3ccco3)C3CCCCC3)cc2c1 | -2% | nt | 149%[activator] | ?
29 | CCOC(=O)COc1ccc(S(=O)(=O)N2CCN(C(=O)OCC)CC2)cc1 | -11% | nt | 1% | 1%
30 | CCOc1cc(S(=O)(=O)NCc2cccs2)ccc1Cl | -6% | nt | -4% | 2%

entry | GAA spleen mod | GAA glycogen mod | GLA spleen mod | JMJD2E inh
21 | -10% | -3% | 8% | -8%
22 | -8% | -7% | -9% | -4%
23 | 4% | 7% | -1% | -12%
24 | 4% | -29% | 2% | -18%
25 | 3% | 0% | 4% | nt
26 | -1% | 0% | -2% | ?
27 | -8% | -7% | ? | 0%
28 | -4% | -4% | 3% | ?
29 | -7% | -4% | 7% | 8%
30 | -3% | 4% | -1% | 3%

More entries
entry | molecule | GAA inhib | SMN2 splice up | RGS12 GoLoco inh | ALDH1A1 block
31 | O=C(COC(=O)c1ccccn1)Nc1cccc(Cl)c1Cl | 4% | -7% | 4% | ?
32 | Cc1ccc(S(=O)(=O)N2CCN(CC(=O)N/N=C\c3ccc(O)c(O)c3)CC2)cc1 | nt | nt | -11% | nt
33 | O=[N+]([O-])c1cccc(-c2ccc(/C=N/NC(=S)Nc3ccccc3)o2)c1 | -14% | -8% | 2% | -2%
34 | O=C(COC(=O)CCNS(=O)(=O)c1ccc2c(c1)OCCO2)NC1CCCc2ccccc21 (stereo not given) | 5% | -10% | 3% | ?
35 | Cc1ccccc1-c1nc(NC2CCNCC2)c2ccccc2n1 | nt | -3% | -5% | -3%
36 | COc1ccc(-c2nn(C)c(=O)c3ccccc23)cc1NC(=O)Cn1nc(C)c2ccccc2c1=O | -2% | -24% | -5% | ?
37 | CCOC(=O)c1ccc(Nc2cc(C)nc(N3CCOCC3)n2)cc1 | 0% | -9% | 6% | ?
38 | CCCCC(=O)NC(=S)NNS(=O)(=O)c1ccccc1 | -1% | 1% | 7% | 8.9µM*
39 | CC(C)CN(CCOc1cccc(N2C(=O)C3=C(CCCC3)C2=O)c1)CC(C)C | -11% | 1% | 14% | 1%
40 | COc1ccc(/C=N/Nc2nnc(Cc3ccc(OC)c(OC)c3)c(=O)[nH]2)cc1OC | 6% | 12% | -6% | -10%

entry | GAA spleen mod | GAA glycogen mod | GLA spleen mod | JMJD2E inh
31 | -13% | 4% | -6% | -5%
32 | ? | 6.3µM* | -18% | 16µM*
33 | -16% | -12% | -22% | -1%
34 | 0% | 3% | 2% | 4%
35 | 6% | nt | 9% | 6%
36 | -2% | 2% | -10% | ?
37 | 2% | -4% | 7% | ?
38 | -2% | ? | 3% | -17%
39 | -5% | -9% | 4% | -2%
40 | 9% | -6% | 3% | 0%

11 entries from above, ordered by length of the SMILES, descending:
entry | molecule | GAA inhib | SMN2 splice up | RGS12 GoLoco inh | ALDH1A1 block
36 | COc1ccc(-c2nn(C)c(=O)c3ccccc23)cc1NC(=O)Cn1nc(C)c2ccccc2c1=O | -2% | -24% | -5% | ?
32 | Cc1ccc(S(=O)(=O)N2CCN(CC(=O)N/N=C\c3ccc(O)c(O)c3)CC2)cc1 | nt | nt | -11% | nt
34 | O=C(COC(=O)CCNS(=O)(=O)c1ccc2c(c1)OCCO2)NC1CCCc2ccccc21 (stereo not given) | 5% | -10% | 3% | ?
40 | COc1ccc(/C=N/Nc2nnc(Cc3ccc(OC)c(OC)c3)c(=O)[nH]2)cc1OC | 6% | 12% | -6% | -10%
33 | O=[N+]([O-])c1cccc(-c2ccc(/C=N/NC(=S)Nc3ccccc3)o2)c1 | -14% | -8% | 2% | -2%
39 | CC(C)CN(CCOc1cccc(N2C(=O)C3=C(CCCC3)C2=O)c1)CC(C)C | -11% | 1% | 14% | 1%
29 | CCOC(=O)COc1ccc(S(=O)(=O)N2CCN(C(=O)OCC)CC2)cc1 | -11% | nt | 1% | 1%
37 | CCOC(=O)c1ccc(Nc2cc(C)nc(N3CCOCC3)n2)cc1 | 0% | -9% | 6% | ?
35 | Cc1ccccc1-c1nc(NC2CCNCC2)c2ccccc2n1 | nt | -3% | -5% | -3%
27 | c1ccc(CCn2nnnc2CN2CCCc3ccccc32)cc1 | -7% | -4% | 31%[activator] | -12%
30 | CCOc1cc(S(=O)(=O)NCc2cccs2)ccc1Cl | -6% | nt | -4% | 2%

entry | GAA spleen mod | GAA glycogen mod | GLA spleen mod | JMJD2E inh
36 | -2% | 2% | -10% | ?
32 | ? | 6.3µM* | -18% | 16µM*
34 | 0% | 3% | 2% | 4%
40 | 9% | -6% | 3% | 0%
33 | -16% | -12% | -22% | -1%
39 | -5% | -9% | 4% | -2%
29 | -7% | -4% | 7% | 8%
37 | 2% | -4% | 7% | ?
35 | 6% | nt | 9% | 6%
27 | -8% | -7% | ? | 0%
30 | -3% | 4% | -1% | 3%

Further entries follow:
entry | molecule | GAA inhib | SMN2 splice up | RGS12 GoLoco inh | ALDH1A1 block
41 | Nc1nc(SCC(=O)Nc2c(Br)cc([N+](=O)[O-])cc2Br)n[nH]1 | -3% | 3% | 9% | 11%
42 | COc1cc(C2NC(=O)C(C#N)=C(S)N2c2ccc(C)cc2)ccc1OC(C)C (stereo not given) | -5% | -31% | -32% | -102%
43 | Cc1ccc(CSCC(=O)NCc2ccc(F)cc2)cc1 | 1% | -11% | 9% | -4%
44 | CCCCOC(=O)Oc1ccc2c(=O)c(Oc3cc(C)cc(C)c3)coc2c1 | -1% | -7% | -3% | -5%
45 | NC(=O)Cc1cn(-c2ncc(C(F)(F)F)cc2Cl)c2ccccc12 | -3% | -2% | 0% | 6%

entry | GAA spleen mod | GAA glycogen mod | GLA spleen mod | JMJD2E inh
41 | 0% | -9% | 1% | 10%
42 | 3% | -5% | 5% | -2%
43 | 1% | -6% | -2% | 8%
44 | -2% | -5% | 11% | ?
45 | -1% | 1% | 2% | 0%

Screening results deposited in PubChem by National Center for Advancing Translational Sciences (NCATS).

Not all compounds are listed; count on the stated rates, not on these rows.
